# C2C12 statin: suppressors of simvastatin-induced myotoxicity in C2C12 myotubes; ATP luminescence, 48 h; scaled: DMSO 0, geranylgeraniol control 100; rescue of ATP level, % at 7.49 µM; 330,000 tested, 0.78% active; AID 602340;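 active = mean ATP rescue above about 67%, or every replicate alone reaching that limit, limit read from the data, passing the limit was not always enough; inconclusive = no clear call, values can overlap the other calls; inactive = mean under the limit and some replicate under it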;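 note: myotubes were challenged with 10 µM simvastatin during compound exposure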
# PGC1a acetyl inh: lowers PGC1a acetylation signal in U2OS cells; AlphaScreen anti-acetyl-lysine; with virally co-expressed GCN5 acetyltransferase; inhibition, % at 15.6 µM; 350,000 tested, 0.17% active;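 active = every replicate shows inhibition of at least 40%; inconclusive = mean inhibition at least 40% but some replicate below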;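 note: 0% = neutral control wells and 100% = positive control wells; some results beyond the cut were filed as inactive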
# Cneo AK release: Cryptococcus neoformans lysis via adenylate kinase release | 360,000 tested, 0.2% active | C. neoformans lysis, adenylate kinase release luminescence, 4 h; normalised: neutral wells 0, clomiphene wells 100 | lysis activity, % at 15 µM | AID 651654;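 active = mean lysis activity across replicates of at least 80%, whatever share of replicates individually reach that level; inactive = mean lysis activity below 80%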
#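 Assay system: C. neoformans cells. Amount: yeast cell density of 5 × 10^6 cells/mL. Technique: AK luminescence. Buffer or medium: YPD. Times: static 4 h at 37 °C with compound, 1 h detection. Dosing: single-point compound dose. Read-out: lysis from increased AK signal.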
# LGR2 antag: inhibitors of bursicon-induced Drosophila LGR2 receptor cAMP signaling. HEK293 LGR2, CRE-luciferase, bursicon-stimulated, 4 h. 380,000 tested, 0.35% active. inhibition, % at 9.99 µM;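 active = drop in luminescence signal, shown as inhibition above about 50% in the replicate tests, limit read from the data, passing the limit was not always enough; inconclusive = probably only some replicates passing the limit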;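 note: agonist challenge used bursicon conditioned medium at about half maximal strength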
# XiGFP reactiv: activators of X-chromosome reactivation in mouse fibroblasts; XiGFP mouse fibroblasts, % GFP-positive cells imaging, 3 d; cells co-treated with 5-aza-dC sensitizer; scaled so ellipticine positive control = 100%; activation, % at 7.58 µM; 360,000 tested, 0.055% active; AID 743238;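 active = mean normalized replicate activation at least 10% and every replicate at or above 10%; inconclusive = only one of the two criteria met; inactive = mean below 10% and not all replicates reach 10%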;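 note: 0% = median of on-plate neutral control wells and 100% = ellipticine 6 µM median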
#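 Assay system – SV40-immortalized XiGFP fibroblast cells, line 68-5-11 · Buffer or medium – DMEM supplemented with 5-aza-dC as sensitizing agent · Dosing – one concentration, pinned · Benchmarks – positive control ellipticine, 6 µM final · Times – 3 days compound exposure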
# S100A4 inh HTS: blocks human S100A4 binding to myosin IIA peptide | S100A4/TAMRA-MyoIIA peptide fluorescence polarization | inhibition, % at 10.7 µM | AID 652163 | P26447 | 360,000 tested, 0.14% active;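 active = mean inhibition of at least 70% across replicates, with every replicate also reaching that level; inconclusive = mean inhibition reaches 70% but some replicates fall short; inactive = mean inhibition below 70%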
# Target sequence (P26447 whole entry, looked up): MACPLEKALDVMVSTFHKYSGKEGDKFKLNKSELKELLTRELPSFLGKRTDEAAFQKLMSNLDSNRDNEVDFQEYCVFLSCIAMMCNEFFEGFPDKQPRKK
#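 Test system: S100A4 monomer protein; Medium: HEPES pH 7.2 with CaCl2, KCl, NaCl, DTT, Triton; Probe or stimulus: TAMRA-labelled myosin IIA heavy-chain peptide probe, 5 nM; Doses: one dose per compound; Times: polarization read 5 min after assay mix addition, stable 5–60 min; Benchmarks: neutral control DMSO, positive control TFP.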
# ERAP1 inh: ERAP1 (human) enzyme inhibition | Q9NZ08 | recombinant ERAP1, Leu-AMC fluorescence, 60 min | inhibition, % at 10.7 µM | 340,000 tested, 0.15% active;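 active = mean replicate inhibition of at least 30%, or all replicates individually reaching that 30% level; inactive = mean below 30% and not every replicate reaching it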;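 note: 0% = neutral control wells and 100% = L-leucinethiol positive control wells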
# SIRT5 inh: inhibitors of human sirtuin-5 desuccinylase. Purified SirT5, succinyl-peptide AMC, trypsin-coupled fluorescence. inhibition, % at 15 µM. 330,000 tested, 1.1% active. Q9NXA8. AID 652115; in the data active = inhibition above about 15%; inconclusive = no clear call, values can overlap the other calls
# Target sequence (Q9NXA8 whole entry, looked up): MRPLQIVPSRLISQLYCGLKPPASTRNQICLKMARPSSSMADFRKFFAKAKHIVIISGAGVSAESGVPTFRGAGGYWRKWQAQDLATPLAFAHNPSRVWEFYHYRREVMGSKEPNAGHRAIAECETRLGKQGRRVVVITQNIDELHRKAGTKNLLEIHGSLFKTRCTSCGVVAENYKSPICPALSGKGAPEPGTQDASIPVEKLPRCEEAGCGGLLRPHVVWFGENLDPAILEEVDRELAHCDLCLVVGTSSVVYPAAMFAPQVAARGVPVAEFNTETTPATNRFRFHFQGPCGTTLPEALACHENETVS
# Active calls of the source: *; ? = inconclusive; · = no result given.
SMILES,C2C12 statin,PGC1a acetyl inh,Cneo AK release,LGR2 antag,XiGFP reactiv,S100A4 inh HTS,ERAP1 inh,SIRT5 inh
COc1cccc(-c2ccc([C@@H]3[C@H](CO)N4CCCCN(C(=O)c5ccc(F)cc5)C[C@@H]34)cc2)c1,13,-1,-6,6,0.5,113*,2,6
Cc1ccc2nc(N(CCN3CCOCC3)C(=O)CCS(=O)(=O)c3ccccc3)sc2c1,-24,·,2,-40,0.0,16,0,-1
COc1ccc(NC(=O)C2(C)CCCN(C(C)=O)C2)cc1F (stereo not drawn),4,-2,3,-27,-0.1,-2,2,-2
Cc1ccc(NS(=O)(=O)c2ccc(-n3cccn3)cc2)c(C)c1,9,-9,1,4,0.0,-12,2,3
COc1ccc2c3c([nH]c2c1)[C@H](CO)N(C(=O)c1ccc(F)cc1)CC31CN(C(=O)Nc2cccc(F)c2)C1,·,·,·,-16,0.2,6,2,-2
Cc1csc(SCC(=O)Nc2ccccc2)n1,5,·,3,15,0.0,-2,2,-2
CC(C)CC#Cc1cnc2c(c1)C(=O)N([C@@H](C)CO)C[C@H](C)[C@H](CN(C)C(=O)c1ccc(F)cc1)O2,25,-5,0,2,-0.8,2,-1,0
O=C(Cc1cccs1)NCc1ccco1,23,16,2,6,·,·,·,·
O=C(O)/C=C/C(=O)NCc1cn(-c2ccccc2)nc1-c1cccc(Br)c1,·,-45,·,33,0.1,-1,-1,-9
N/C(CC(=O)Nc1cc(C(F)(F)F)ccc1Cl)=N\O,?,5,2,0,0.2,-6,1,-2
CC(=O)N1[C@@H]2Cn3c(ccc(-c4ccccc4)c3=O)[C@H]1[C@@H](C(=O)Nc1ccccc1)[C@@H]2CO,-10,·,74,-8,0.6,-14,3,-23
Cc1nc(C)c(C(=O)Nc2ccccc2)s1,13,14,-2,-13,·,·,·,·
Cc1ccccc1NC(=O)NNC(=O)CCc1ccccc1,·,2,2,-22,0.0,3,2,1
NC(=O)Nc1ccc(C(=O)OCC(=O)Nc2cccc(S(=O)(=O)NC3=NCCC3)c2)cc1,3,·,1,-16,0.0,-6,-5,1
CN(CCO)S(=O)(=O)c1ccc2c(c1)C(=NNC(N)=O)c1cc(S(=O)(=O)N(C)CCO)ccc1-2,4,17,-2,-4,0.1,2,·,-2
COc1ccc(CCNC(=O)COc2cc(C)cc3oc(=O)cc(C)c23)cc1,-3,·,0,14,0.2,5,-2,-5
O=C(CN1C(=O)NC(Cc2ccccc2)C1=O)Nc1ccc(OC(F)F)cc1 (stereo not drawn),-1,·,0,1,0.0,5,-3,-2
C[C@@H]1CN([C@@H](C)CO)C(=O)c2cc(-c3cccc(F)c3)cnc2O[C@@H]1CN(C)Cc1ccccn1,-7,-12,59,-8,0.1,5,3,1
COc1ccc(S(=O)(=O)Nc2ccc3c(c2)C(=O)N([C@@H](C)CO)C[C@@H](C)[C@@H](CN(C)S(=O)(=O)c2ccccc2)O3)cc1,-19,7,-11,27,-1.2,1,-1,0
CCOc1ccc(N(C)S(=O)(=O)c2csc(C(N)=O)c2)cc1,-8,-10,0,-8,0.0,2,3,-1
CCCC1NC(=O)c2cc3ccccc3cc2-n2c1nc1cc(Cl)ccc1c2=O (stereo not drawn),2,·,-4,-8,0.1,-2,·,-2
CCOc1cc(/C=N/NC(=O)N/N=C/c2ccc(O)c(OCC)c2)ccc1O,·,·,·,33,-0.2,-1,3,2
CCOCC(=O)Nc1cc(C(F)(F)F)ccc1Oc1cccc(Br)c1,8,6,7,5,·,·,·,·
O=C(CN1CCC(O)(c2cccc(F)c2)CC1)NCCc1c[nH]c2ccccc12,34,-1,35,-9,-0.1,4,-2,-1
Cc1ccccc1NC(=O)CSc1ccc(-c2ccc(-n3cccn3)cc2)nn1,4,-7,0,-11,0.2,-2,-6,-4

# For convenience, 2 of the compounds above:
SMILES,C2C12 statin,PGC1a acetyl inh,Cneo AK release,LGR2 antag,XiGFP reactiv,S100A4 inh HTS,ERAP1 inh,SIRT5 inh
COc1cccc(-c2ccc([C@@H]3[C@H](CO)N4CCCCN(C(=O)c5ccc(F)cc5)C[C@@H]34)cc2)c1,13,-1,-6,6,0.5,113*,2,6
Cc1ccc2nc(N(CCN3CCOCC3)C(=O)CCS(=O)(=O)c3ccccc3)sc2c1,-24,·,2,-40,0.0,16,0,-1

# Some of these compounds in order of their number in ERAP1 inh, lowest first.
compound,ERAP1 inh
O=C(O)/C=C/C(=O)NCc1cn(-c2ccccc2)nc1-c1cccc(Br)c1,-1
N/C(CC(=O)Nc1cc(C(F)(F)F)ccc1Cl)=N\O,1
CCOc1cc(/C=N/NC(=O)N/N=C/c2ccc(O)c(OCC)c2)ccc1O,3

# More structures.
SMILES,C2C12 statin,PGC1a acetyl inh,Cneo AK release,LGR2 antag,XiGFP reactiv,S100A4 inh HTS,ERAP1 inh,SIRT5 inh
COc1cccc(CN2CCCCC2C(=O)O)c1 (stereo not drawn),3,0,1,-20,0.0,-4,-2,-4
COc1ccccc1NNC(=O)C(O)(c1ccccc1)c1ccccc1,15,2,·,9,-0.1,4,1,-1
CC(=O)N1[C@H](CO)[C@H](c2ccc(-c3ccccc3)cc2)[C@@H]1CNC(=O)C1CC1,5,4,105*,7,-0.1,·,·,·
COc1ccc(CN(C)C[C@@H]2OCCCC[C@@H](C)Oc3ccc(NS(=O)(=O)c4ccc(Cl)cc4)cc3C(=O)N([C@H](C)CO)C[C@H]2C)cc1,·,-13,53,0,0.0,4,-5,8
C[C@@H]1CCCCO[C@@H](CN(C)C(=O)Nc2ccc(F)cc2)[C@H](C)CN([C@H](C)CO)C(=O)c2cc(NC(=O)NC3CCCCC3)ccc2O1,·,-10,2,5,-1.2,-50,2,-13
Nc1nnc(SCC(=O)NNC(=O)c2ccccc2F)s1,7,-1,0,14,0.0,3,1,3
O=C(NCCc1ccc(Cl)cc1)c1ccc2nccnc2c1,4,-2,5,-35,0.0,2,1,-2
COc1ccc(CN=C2Nc3ccccc3CS2)cc1,8,·,-9,-91,·,5,-1,-5
C[C@@H]1CN([C@@H](C)CO)S(=O)(=O)c2ccc(-c3cncnc3)cc2O[C@@H]1CN(C)Cc1ccc(Oc2ccccc2)cc1,-6,-26,·,-1,1.9,·,·,·
Cc1cc(=O)oc2cc(OC(C)C(=O)NCC3CCCO3)ccc12 (stereo not drawn),·,0,-2,·,0.0,-3,-3,5
O=S(=O)(c1cccc(F)c1)N1CCN(c2nc(-c3cccnc3)nc3ccccc23)CC1,-66,9,-2,5,0.3,3,3,3
C[C@H](CO)N1C[C@H](C)[C@H](CN(C)S(=O)(=O)c2cccs2)Oc2ccc(NC(=O)C3CC3)cc2CC1=O,-14,-1,0,9,0.0,-3,0,0
Cc1ccc(S(=O)(=O)NCC[C@@H]2CC[C@H](NC(=O)C3CCOCC3)[C@H](CO)O2)cc1,2,0,-3,15,-0.5,1,-3,1
C#CCSc1n[nH]c(-c2ccco2)n1,4,·,2,8,0.1,0,0,-4
COc1ccccc1CN(C)C(C)C(=O)Nc1cccc(C(C)=O)c1 (stereo not drawn),-2,-1,1,11,0.0,-4,2,-9
CCCNC(=O)N1CC2(C1)[C@H](c1ccccc1)[C@@H](CO)N2CC1CCOCC1,·,-16,·,11,0.0,6,5,-1
Cn1ncc2c(NNC(=O)c3ccccc3Cl)ncnc21,·,-6,·,14,0.0,-2,1,-5
C/C(=C\C(=O)c1c(O)cc(C)oc1=O)N(C)C,·,6,·,11,0.0,-16,2,-1
Cc1onc(-c2c(Cl)cccc2Cl)c1C(=O)NCc1ccccn1,5,2,-1,-17,·,·,·,·
C[C@H]1CN([C@@H](C)CO)C(=O)c2cc(NC(=O)NC3CCCCC3)ccc2O[C@@H]1CN(C)S(C)(=O)=O,-10,3,48,-7,-0.1,5,-1,9
Nc1ccccc1CCc1ccccc1N,12,2,1,2,0.2,-1,0,·
C[C@H]1CN([C@@H](C)CO)C(=O)CCCn2cc(nn2)CO[C@@H]1CN(C)Cc1ccc2cccnc2c1,2,6,·,-5,-0.4,·,·,·
COc1ccc2c(C#CCCO)c(-c3ccc(S(C)(=O)=O)cc3)sc2c1,-65,-13,0,0,0.1,1,2,-7
Cc1ccc(NC(=O)COC(=O)Cc2csc(-c3cccc(F)c3)n2)cc1C,10,1,-2,-4,0.3,·,·,·
Cc1ccc(-n2nc3c(c2NC(=O)c2ccc4c(c2)OCO4)CS(=O)(=O)C3)cc1C,23,·,-4,3,0.0,-1,-3,2
SMILES,C2C12 statin,PGC1a acetyl inh,Cneo AK release,LGR2 antag,XiGFP reactiv,S100A4 inh HTS,ERAP1 inh,SIRT5 inh
Cc1nn(-c2ccc([N+](=O)[O-])cc2)c2c1C(c1ccc(OC(F)F)cc1)N1C(=N2)C(=O)Nc2ccccc21 (stereo not drawn),·,·,·,-7,0.0,-6,0,-2
CC(=O)Nc1ccc(-c2csc(NCc3ccccc3)n2)cc1,·,·,·,17,-0.1,-2,-2,-2
CC(C)NC(=O)C1CCN(C2CCN(C(=O)C3=CCCC3)CC2)CC1,·,·,·,4,0.1,1,-5,2
COC(c1ccccc1)c1nnc(CCC(=O)N2CCCCCCC2)o1 (stereo not drawn),7,-5,0,·,0.0,-6,-4,-10
CCc1ccc(N2C=C(C(=O)OC)C(c3ccc(OC)cc3)C(C#N)=C2N)cc1 (stereo not drawn),·,·,·,14,0.1,-6,-3,1
CCc1ccc(/C=C2\SC(=S)N(CCC(=O)N3CCN(C)CC3)C2=O)cc1,·,·,-1,9,0.2,-12,-5,-3
CN1C(=O)c2cc(NS(C)(=O)=O)ccc2OC[C@H]2O[C@H](CC(=O)NCc3ccccc3)CC[C@H]21,-11,2,0,-13,0.0,0,-1,-1
Cc1ccc(S(=O)(=O)NCC(=O)NC2CCCCCC2)cc1,1,-8,-1,-11,·,-1,-1,·
O=C1NC(Cc2ccccc2)C(=O)N1Cc1ccccc1 (stereo not drawn),10,4,3,4,0.3,-3,0,·
CC(=O)N(C)C[C@@H]1Oc2ncc(C#Cc3cccc(F)c3)cc2C(=O)N([C@H](C)CO)C[C@H]1C,8,-7,-3,-26,-0.8,20,2,21*
Cc1ccc(-c2nc(CS(=O)(=O)CC(=O)Nc3cc(F)ccc3F)c(C)o2)cc1,-1,-3,3,9,0.2,-5,2,13
CCN(c1ccccc1)S(=O)(=O)c1ccc(OC)c(NC(=O)c2ccco2)c1,-4,-6,-2,7,0.4,-1,-2,·
Cn1ncc2c(=O)[nH]nnc21,-2,-3,-3,10,0.1,1,1,-3
O=C(O)CN1C(=O)COc2cc(S(=O)(=O)N3CCCC3)ccc21,-3,9,1,-13,0.1,6,·,·
COc1ccc(NC(=O)C2CCOC2=O)cc1 (stereo not drawn),·,·,·,29,0.1,1,-3,-1
C[C@H](CO)N1C[C@H](C)[C@@H](CN(C)CC2CC2)Oc2ccc(NS(=O)(=O)c3ccc(F)cc3)cc2CC1=O,-3,-4,-1,-5,0.0,1,3,5
CCOC(=O)COc1ccc(S(=O)(=O)NCc2cccnc2)cc1,2,10,3,3,·,0,-2,-1
CC(=O)NCCc1ccc(S(=O)(=O)N2CCN(c3nc(-c4ccccc4)c(C)s3)CC2)cc1,4,·,-1,17,0.0,7,4,1

# Compound activity from PubChem.

# This is a subset; the hit share may differ from the screen's.
